F508del corr – CFTR F508del correction in bronchial cells; AID 720511; activity (quench increase), % at 7.58 µM; CFBE cells, YFP halide quenching; stimulated with forskolin plus potentiator P3; % fluorescence drop versus neutral controls; 0.36% of 350,000 active;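 active = mean added fluorescence quench of at least 8% versus neutral control, with both replicates also reaching 8%; inconclusive = only one of the mean or replicate conditions met; inactive = mean below 8% and not both replicates reaching 8%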;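 also: cells transiently co-express mutant CFTR-F508del with the halide-sensitive YFP; corrector assay measuring rescue of mutant channel to the surface after 24 h compound exposure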
RAD52 anneal inh – RAD52 (human) annealing inhibition; P43351; recombinant RAD52 DNA annealing, FRET fluorescence; inhibition, % at 18.7 µM; 0.46% of 360,000 active;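 active = every replicate showing at least 50% inhibition; inconclusive = mean inhibition at least 50% but not in every replicate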
Casp6 inh – caspase-6 (human) enzyme inhibition. inhibition, % at 12.5 µM. P55212. purified caspase-6, Z-VEID-R110 cleavage fluorescence. 0.53% of 350,000 active;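 active = mean inhibition across replicates at least about 35%, with every replicate also reaching that limit, limit read from the data; inconclusive = only one of the two criteria met; inactive = neither criterion met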;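 also: 0% = median of neutral control wells and 100% = no fluorescence left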
Target sequence (P55212 24-179 limits assumed): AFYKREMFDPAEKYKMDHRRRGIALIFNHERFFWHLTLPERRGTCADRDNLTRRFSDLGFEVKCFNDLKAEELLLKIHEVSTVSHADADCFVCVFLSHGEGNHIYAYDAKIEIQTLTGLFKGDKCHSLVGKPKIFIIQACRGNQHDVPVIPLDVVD
Target sequence (P55212 194-293 limits assumed): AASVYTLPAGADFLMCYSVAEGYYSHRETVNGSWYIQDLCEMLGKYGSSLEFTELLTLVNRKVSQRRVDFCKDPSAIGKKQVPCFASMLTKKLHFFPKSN
E-sel inducer – E-selectin induction on HUVECs | P16581 | HUVEC E-selectin immunofluorescence imaging; normalized: neutral wells 0, TNF-alpha wells 100 | activation, % at 7.58 µM | 0.37% of 260,000 active;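 active = mean E-selectin-positive cell signal at least 10% of the positive control, reached in at least 60% of replicates, without over 20% cell loss; inconclusive = no rule given, readout overlaps actives, possibly toxicity-flagged; inactive = the rest, including those meeting only one limit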;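 also: in these data hits start at about 27%; measured in HUVEC primary endothelial cells; signal is the percent of cells scored E-selectin positive by PE staining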
Target sequence (P16581 whole entry, looked up): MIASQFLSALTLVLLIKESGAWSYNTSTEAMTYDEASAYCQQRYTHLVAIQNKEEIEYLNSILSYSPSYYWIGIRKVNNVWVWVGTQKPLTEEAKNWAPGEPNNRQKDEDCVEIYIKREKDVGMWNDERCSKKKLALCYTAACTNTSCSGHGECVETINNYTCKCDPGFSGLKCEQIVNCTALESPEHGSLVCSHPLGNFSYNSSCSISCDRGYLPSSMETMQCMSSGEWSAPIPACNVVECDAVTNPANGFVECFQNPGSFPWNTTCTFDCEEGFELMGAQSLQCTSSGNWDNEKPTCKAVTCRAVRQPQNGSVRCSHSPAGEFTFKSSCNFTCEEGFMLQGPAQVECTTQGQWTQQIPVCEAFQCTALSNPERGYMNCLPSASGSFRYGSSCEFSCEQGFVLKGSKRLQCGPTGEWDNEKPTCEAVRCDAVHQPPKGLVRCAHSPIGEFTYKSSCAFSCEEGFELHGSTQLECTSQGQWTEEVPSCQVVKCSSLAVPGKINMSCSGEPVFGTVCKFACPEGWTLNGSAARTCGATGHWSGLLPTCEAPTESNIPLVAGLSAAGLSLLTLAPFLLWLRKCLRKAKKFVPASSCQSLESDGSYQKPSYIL
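Assay system: HUVEC primary endothelial cells. Input: 3,000 HUVEC seeded per well. Doses: one compound dose added by pin transfer. Read-out basis: % PE-positive cells. Benchmarks: TNF-alpha high, DMSO low. Detection: immunofluorescence imaging. Buffer or medium: EGM-2, gelatin.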
RAD54 branch – blocks human RAD54 Holliday junction branch migration | FAM/BHQ fluorescence | 0.14% of 360,000 active | inhibition, % at 10.4 µM;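 active = mean normalized replicate activity at least 40 and at least half of replicates scoring 40 or more; inconclusive = only one of the two criteria met; inactive = mean below 40 and under half of replicates reaching 40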;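 also: 0% = median of neutral control wells and 100% = median of positive control wells; inhibitors cause a drop in the FAM fluorescence signal; in these data hits start at about 50%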
DENV2 CPE – DENV2-induced cell death inhibition | DENV2-infected cells, cytopathic effect rescue, plate reader | CPE inhibition, % at 9.99 µM | 1.7% of 350,000 active | AID 651640; in the data active = CPE inhibition above about 20%, passing the limit was not always enough; inconclusive = no clear call, values can overlap the other calls; tested in BHK-21 cells;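 also: 0% = median of neutral control wells and 100% = median of positive control wells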
Xi reactivation – reactivates the inactive X chromosome in mouse fibroblasts; activation, % at 7.58 µM; AID 743238; XiGFP mouse fibroblasts, % GFP-positive cells imaging, 3 d; cells co-treated with 5-aza-dC sensitizer; scaled so ellipticine positive control = 100%; 0.055% of 360,000 active;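 active = mean normalized replicate activation at least 10% and every replicate at or above 10%; inconclusive = only one of the two criteria met; inactive = mean below 10% and not all replicates reach 10%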;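 also: 0% = median of on-plate neutral control wells and 100% = ellipticine 6 µM median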
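Schedule: 3 d treatment, 15 min room-temperature fixation; system: 68-5-11 XiGFP fibroblast line; buffer or medium: DMEM plus 5-aza-dC sensitizer; control set: ellipticine 6 µM positive control; compound: one concentration, pinned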
GSIS activator – primary screen for activators of insulin secretion dependent on glucose, INS-1E cells, GLuc reporter luminescence; INS-1E GLuc reporter insulin secretion, 2-3 h; activation, % at 16.6 µM; 0.61% of 370,000 active; AID 743287;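 active = lowest replicate activation of at least 40%, so every replicate reaches that level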;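 also: 0% = median of neutral control wells and 100% = median of IBMX positive control wells; some compounds called inactive have numbers as strong as hits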
* hit, by the source's call; ? = inconclusive; / = not tested or not shown. Rows are unselected, and some 3.7% of all compounds hit somewhere here.

smiles,F508del corr,RAD52 anneal inh,Casp6 inh,E-sel inducer,RAD54 branch,DENV2 CPE,Xi reactivation,GSIS activator
O=C(c1ccco1)N1CCN(C2CN(CCc3ccccc3)S(=O)(=O)C2)CC1 (stereo not drawn),1.7,-1.8,0.1,-1.6,1.8,-1.9,/,-3.0
O=C(CN(C(=O)c1csnn1)c1ccc(F)c(Cl)c1)NC1CCCCC1,1.2,-5.2,-0.6,/,6.6,-9.0,0.4,7.7
Cc1oc2ccc(OCc3ccccc3Cl)cc2c1C(=O)O,0.8,-2.9,-2.1,/,-6.5,-4.7,0.2,8.5
O=C(/C=C\c1ccccc1[N+](=O)[O-])Nc1ccccc1,-2.0,-16.1,-0.1,4.0,/,6.6,-0.2,14.4
COc1ccccc1-n1c(N)cc(=O)nc1SCC(=O)Nc1cc(C)on1,/,-17.3,1.3,0.0,/,5.7,0.1,4.1
C[C@H]1CN([C@@H](C)CO)C(=O)c2cc(NC(=O)Cc3ccccc3)ccc2O[C@@H]1CN(C)C,0.9,-1.1,1.5,/,-8.5,0.7,-0.2,-10.4
COc1ccc(Cl)cc1C(=O)Nc1cccnc1Cl,0.3,17.4,-0.7,0.0,-2.3,4.5,0.1,3.0
CC(=O)c1ccc(OCC(O)CN2CCC(C)CC2)cc1 (stereo not drawn),3.9,-20.1,-8.1,/,2.3,1.1,0.0,1.3
COCC(=O)N(C[C@H]1N[C@H](CO)[C@@H]1c1ccc(C2=CCCC2)cc1)C(C)C,1.0,/,/,0.2,3.0,2.7,0.1,-8.1
O=C(Nc1ccc(N2CCOCC2)cc1)C1CC(=O)N(c2ccc(Cl)cc2)C1 (stereo not drawn),/,-14.6,-0.3,-0.1,/,-3.7,0.0,-0.3
CC1C(=O)N(Cc2cn(CCC3OCCO3)nn2)CCS(=O)(=O)N1Cc1ccc(-c2cccc(CO)c2)cc1 (stereo not drawn),2.1,-7.1,0.2,2.3,3.9,-7.8,0.0,-10.3
Nc1ccn([C@@H]2O[C@H](CNCc3ccc(-c4cc(C(F)(F)F)ccc4Cl)o3)[C@@H](O)[C@H]2O)c(=O)n1,-1.5,-31.6,-2.0,-0.8,3.3,-4.9,0.0,6.5
CCN(C[C@H]1N[C@@](C)(C(=O)OC)[C@H]2C(=O)N(Cc3ccccc3)C(=O)[C@@H]12)S(=O)(=O)c1ccc(F)cc1,0.3,-2.9,10.4,-0.2,1.0,-11.9,0.0,-1.1
COc1ccccc1NC(=O)CN(Cc1ccco1)C(=O)c1ccc(N2CCCC2=O)cc1,2.0,-31.5,2.3,0.7,/,?,0.0,/
Cc1ccc(S(=O)(=O)N(C)C[C@@H]2Oc3c(NC(=O)Nc4ccc5c(c4)OCO5)cccc3C(=O)N([C@@H](C)CO)C[C@@H]2C)cc1,-2.1,6.0,-1.8,-0.3,-3.2,2.9,2.6,-4.3
CS(=O)(=O)N1[C@@H]2Cn3c(ccc(-c4ccccc4)c3=O)[C@H]1[C@@H](C(=O)NCC1CC1)[C@@H]2CO,-2.0,1.0,-0.4,0.0,-3.0,1.7,0.1,17.6
COc1ccc(NC(=O)CNc2ccc(OC)c(S(=O)(=O)N3CCOCC3)c2)cc1,-5.4,-2.5,-0.1,/,-0.3,9.0,0.0,4.5
CCC(CC)C(=O)OCC(=O)Nc1cccc(S(=O)(=O)N(C)c2ccccc2)c1,0.7,-2.6,/,/,/,1.6,0.0,-39.8
CCCNC(=O)C[C@@H]1CC[C@H]2[C@H](COc3ccc(NC(=O)COC)cc3C(=O)N2C)O1,-0.9,/,/,0.1,6.0,-4.3,0.5,5.5
Cc1ccc(OCc2ccc(Br)cc2)c([N+](=O)[O-])n1,0.1,-7.6,-0.1,/,/,-9.6,0.0,-2.5
O=C(Nc1cccc(F)c1)Nc1ccnn1C1CCN(C(=O)CCN2CCCO2)CC1,-7.2,-6.8,-33.1,1.8,-5.3,13.6,0.0,3.6
Fc1ccc(COc2ccc(C(=S)N3CCCC3)cc2)cc1,-1.8,-3.9,0.4,0.0,2.5,1.2,0.0,/
O=C(C[C@H]1CC[C@@H](NC(=O)C2CCOCC2)[C@H](CO)O1)NCc1ccncc1,2.8,/,1.7,-1.9,/,16.7,0.4,5.2
Cc1ccc(-c2ccc([C@H]3[C@H](CO)N4CCCCN(S(=O)(=O)c5ccccc5C)C[C@@H]34)cc2)cc1,-7.7,-20.1,0.5,-0.1,-5.1,-9.1,0.3,-19.3
CCC(=O)Nc1ccc2c(c1)OC[C@H](C)N(Cc1cccc(F)c1)C[C@H](C)[C@H](OC)CN(C)C2=O,0.4,-1.6,1.0,-0.1,1.9,-4.8,0.0,-4.6
CCNc1nc2c(c(=O)[nH]c(=O)n2C)n1Cc1ccc(F)cc1,-1.2,-12.5,0.4,0.2,-4.7,?,0.3,49.0*
COc1ccc(NS(=O)(=O)c2ccc(NS(=O)(=O)c3cccs3)cc2)c(OC)c1,-2.4,-10.7,/,/,7.8,-0.9,0.1,1.4
COc1ccc(NC(=O)N2CCCC(C(=O)NCc3ccccc3F)C2)cc1 (stereo not drawn),-0.9,-13.9,-6.9,0.0,-2.7,5.7,0.1,-3.0
CCN(CC(=O)NCCc1ccc(S(N)(=O)=O)cc1)Cc1ccccc1,5.0,-7.7,2.7,-0.1,-6.9,18.5,1.8,32.4
Cc1ccc(NC2CCCN(C(=O)CCN3CCOCC3)C2)cc1C (stereo not drawn),0.1,-14.5,1.0,0.1,3.1,0.4,0.2,8.8
CC1CCCC(NC(=O)COC(=O)c2cccs2)C1C (stereo not drawn),-5.9,-11.2,2.4,/,-5.5,-5.4,0.2,8.1
O=C(NCCCN1CCCC1=O)c1cc(-c2ccc3c(c2)OCO3)nc2ccccc12,-1.6,-0.9,3.8,0.9,9.7,1.1,0.0,20.3
CC1CC(C)CN(C(=S)SCc2nc(N)nc(Nc3ccccc3)n2)C1 (stereo not drawn),1.5,3.0,-3.4,0.1,/,4.0,-0.1,-24.0
C[C@H](CO)N1C[C@H](C)[C@H](CN(C)Cc2ccc(Oc3ccccc3)cc2)Oc2c(NS(=O)(=O)c3ccccc3)cccc2C1=O,-2.8,11.5,-0.1,0.4,-3.6,-3.7,0.0,-14.7
CC(=O)Nc1ccc(S(=O)(=O)Nc2cccn(Cc3ccc(C)cc3)c2=O)cc1,-4.1,-37.7,6.8,-1.9,3.0,-5.1,0.0,-4.7
COc1ccc(S(=O)(=O)N2CCCCN3[C@H](CO)[C@@H](c4ccc(C#CC(C)C)cc4)[C@H]3C2)cc1,5.8,42.1,-3.1,-0.6,-1.4,-21.7,0.1,-27.6
COc1ccc(/C(O)=C2/C(=O)C(=O)N(c3ccccn3)C2c2ccc(OC)c(OC)c2)cc1 (stereo not drawn),1.3,-13.6,4.2,-0.1,/,-2.6,-0.1,-4.1
C/C(=N\NC(=O)c1cc(C)nc2ccccc12)c1ccccn1,2.2,1.3,5.1,/,3.4,4.7,-0.1,-10.7
C[C@H](CO)N1C[C@H](C)[C@@H](CN(C)C)Oc2cc(-c3ccc(F)cc3)ccc2S1(=O)=O,-4.3,-3.8,-0.9,0.6,-11.8,2.7,-0.6,10.3
CCC1CCCCN1C(=S)NC(=O)c1ccco1 (stereo not drawn),-1.0,-43.7,-0.3,/,0.9,-0.4,0.2,15.6
CCOc1ccc(C(=O)N(CC)CC(=O)Nc2ccc3c(c2)OCCO3)cc1OCC,-0.9,0.2,-53.2,0.4,-8.7,11.0,0.1,15.7
CCCNC(=O)N1CCC2(CC1)CN(C(=O)CC1CC1)[C@@H](CO)c1[nH]c3cc(OC)ccc3c12,0.6,11.1,3.2,-0.2,/,6.5,0.0,-7.1
Cc1noc(C)c1S(=O)(=O)N(C)C[C@@H]1OCCCC[C@@H](C)Oc2ccc(NS(=O)(=O)c3ccccc3)cc2C(=O)N([C@@H](C)CO)C[C@H]1C,0.2,17.4,1.3,/,2.2,-5.8,0.0,-11.6
O=C1CSC2(N1)C1CC3CC(C1)CC2C3 (stereo not drawn),-1.4,-9.7,-0.8,0.9,7.6,-0.6,0.0,25.7

Filtered by structure: the compounds so far with a furan ring, fused or not
smiles,F508del corr,RAD52 anneal inh,Casp6 inh,E-sel inducer,RAD54 branch,DENV2 CPE,Xi reactivation,GSIS activator
O=C(c1ccco1)N1CCN(C2CN(CCc3ccccc3)S(=O)(=O)C2)CC1 (stereo not drawn),1.7,-1.8,0.1,-1.6,1.8,-1.9,/,-3.0
Cc1oc2ccc(OCc3ccccc3Cl)cc2c1C(=O)O,0.8,-2.9,-2.1,/,-6.5,-4.7,0.2,8.5
Nc1ccn([C@@H]2O[C@H](CNCc3ccc(-c4cc(C(F)(F)F)ccc4Cl)o3)[C@@H](O)[C@H]2O)c(=O)n1,-1.5,-31.6,-2.0,-0.8,3.3,-4.9,0.0,6.5
COc1ccccc1NC(=O)CN(Cc1ccco1)C(=O)c1ccc(N2CCCC2=O)cc1,2.0,-31.5,2.3,0.7,/,?,0.0,/
CCC1CCCCN1C(=S)NC(=O)c1ccco1 (stereo not drawn),-1.0,-43.7,-0.3,/,0.9,-0.4,0.2,15.6

Source: PubChem
